# Assay outcomes from PubChem BioAssay.
# HIF activator: HIF pathway transcriptional activation. 300,000 tested, 0.32% active. U2OS HRE-luciferase reporter, luminescence; normalized: DMSO 0%, desferrioxamine 100%. activation, % at 7.5 µM (by protocol);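 active = mean activation of at least 10% of the iron chelator positive control signal, with at least half of replicates also reaching 10%; inconclusive = mean and replicate majority disagree about reaching 10%; inactive = mean and most replicates under 10%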
# RGS4 inh: human RGS4 inhibition. P49798. HEK293 M3R/RGS4 inducible, Fluo-4 calcium flux; active compounds read high; triggered by carbachol at its EC20. B-score at 10 µM. 310,000 tested, 0.45% active;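 active = B-score, a plate-corrected calcium signal, over three deviations above library mean, with baseline fluorescence within five deviations of library mean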;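 also: RGS4 expression induced by doxycycline in cells with stable M3 receptor; B-score is computed from the integrated fluorescence ratio over baseline after carbachol; higher B-score means a larger calcium signal and so more RGS4 inhibition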
# Target sequence (P49798 whole entry, looked up): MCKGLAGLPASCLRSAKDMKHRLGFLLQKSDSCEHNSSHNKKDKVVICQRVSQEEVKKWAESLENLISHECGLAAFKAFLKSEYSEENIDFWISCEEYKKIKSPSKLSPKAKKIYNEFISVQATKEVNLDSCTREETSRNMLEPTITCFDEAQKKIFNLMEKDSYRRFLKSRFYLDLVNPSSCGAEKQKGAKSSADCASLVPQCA
# TRPC4 inh: TRPC4 (mouse) channel inhibition; Q9QUQ5; HEK293 TRPC4beta/mu-opioid, DAMGO-evoked Fluo4 calcium flux; active compounds read low; B-score at 10 µM; 300,000 tested, 0.39% active; AID 2247;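 active = B-score over 3 SD under the library average, no early fluorescence shift, positive overall ratio signal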
#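 Assay system: TRPC4beta/mu-opioid receptor HEK293 cell line; compound dosing: single concentration per test compound; detection: Fluo4 Ca2+ flux fluorescence; evaluation: per-well B score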
# MrgX1 PAM: human MrgX1 positive allosteric modulation, primary screen | AID 588675 | Q96LB2 | B-score at 10 µM | MrgX1-HEK293, Fluo-4 calcium flux, FDSS; active compounds read high | 310,000 tested, 0.63% active;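 active = plate-corrected calcium response at least 3 library SD above typical, normal starting fluorescence, not activating the receptor alone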;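 also: compound read alongside a low EC10 to EC30 dose of BAM8-22 agonist; peak minus trough fluorescence over baseline measured at the second addition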
# Target sequence (Q96LB2 whole entry, looked up): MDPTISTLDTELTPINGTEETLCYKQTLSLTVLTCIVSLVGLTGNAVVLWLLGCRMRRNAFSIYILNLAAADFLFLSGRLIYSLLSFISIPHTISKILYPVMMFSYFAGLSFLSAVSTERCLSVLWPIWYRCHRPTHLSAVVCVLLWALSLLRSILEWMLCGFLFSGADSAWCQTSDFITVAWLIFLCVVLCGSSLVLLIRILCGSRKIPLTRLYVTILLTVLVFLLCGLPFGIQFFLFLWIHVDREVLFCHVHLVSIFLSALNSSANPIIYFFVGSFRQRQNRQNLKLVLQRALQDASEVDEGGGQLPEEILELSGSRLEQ
# RGS4 act: RGS4 potentiation or activation; HEK293 M3R/inducible RGS4, carbachol calcium flux Fluo4; active compounds read low; B-score at 10 µM; 310,000 tested, 0.92% active; AID 463111;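 active = B-score of the integrated calcium signal more than 4 SD below the library mean, with starting fluorescence not abnormally high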;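 also: negative B-score means reduced calcium response which marks RGS4 activation or potentiation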
#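 Also added: carbachol at ECmax as muscarinic agonist stimulus; Assay system: HEK293 cells with stable M3R and inducible RGS4; Timing: overnight RGS4 induction, 30 min dye load 37 °C, 20 min compound RT; Measured by: Fluo4-AM (2 µM) calcium-flux fluorescence, kinetic read.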
# Platelet DG rel: modulates dense granule release in human platelets; 300,000 tested, 0.22% active; human platelet-rich plasma, SFLLRN dense granule ATP release, luminescence; inhibition, %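 (compounds screened at 7.5 µM in platelet-rich plasma)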;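 active = mean replicate score, as percent of positive control, at or above 50; inconclusive = mean below 50 but at least one replicate at or above 50; inactive = mean and every replicate below 50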
# TRPC6 inh: mouse TRPC6 channel inhibition. Q61143. B-score at 10 µM. HEK293-TRPC6, membrane potential dye, ACh-evoked depolarization; active compounds read low. 310,000 tested, 1.1% active;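 active = B-score under library mean minus 3 SD, initial fluorescence not abnormally high, positive integrated signal ratio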;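 also: B-score derived from integrated fluorescence ratio over the kinetic read; more negative B-score means stronger inhibition of depolarization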
# SKKanGAS inh: SKKanGAS growth inhibition | AID 1662 | 300,000 tested, 1.3% active | S. pyogenes SKKanGAS, kanamycin growth, BacTiter-Glo, 6 h | inhibition, % at 7.5 µM;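 active = mean replicate score, as percent of positive control median, at least 50; inconclusive = mean below 50 but one replicate at or above 50; inactive = mean and every replicate below 50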;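 also: strain carries kanamycin resistance gene driven by streptokinase promoter and grows in 40 µg/ml kanamycin; loss of luminescence reflects streptokinase promoter inhibition or plain growth inhibition; 0% = median of DMSO wells and 100% = positive control at its reference dose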
# TRPC6 act: activators of mouse TRPC6 channel; Q61143; HEK293-TRPC6 membrane potential dye fluorescence; active compounds read high; B-score at 10 µM; 310,000 tested, 0.13% active;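 active = B-score of the integrated fluorescence ratio above library mean plus 3 SD, and starting fluorescence ratio within library mean plus 5 SD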;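 also: higher score means more depolarization so channel activation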
# MrgX1 antag: blocks BAM8-22 activation of human MrgX1 receptor | Q96LB2 | MRGX1-HEK293 calcium flux, Fluo-4, BAM8-22 antagonism; active compounds read low | B-score at 10 µM | 310,000 tested, 1.3% active;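 active = calcium-response B-score plate-corrected more than 3 library SD below zero, starting fluorescence within 5 deviations, no agonist response on first addition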;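 also: peak minus trough fluorescence over baseline after final BAM8-22 challenge near maximal dose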
# MrgX1 ag: agonists of human MrgX1 receptor | B-score at 10 µM | MrgX1-HEK293 cells, Fluo-4 calcium fluorescence, agonist mode; active compounds read high | 310,000 tested, 0.44% active;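 active = calcium response B-score plate-corrected fluorescence ratio at least 3 library SD, with starting fluorescence B-score inside 5 SD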
#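 Material: MrgX1-expressing HEK293 cells; input: 15,000 cells per well; doses: test compound given as first of three sequential additions; schedule: overnight plating before 1 h dye loading; technique: Fluo-4 NW calcium-flux fluorescence, kinetic read; evaluation: baseline-normalised fluorescence change ratio, B-scored; control set: plate-wise positive and negative controls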
# * hit, by the source's call; i = inactive; ? = inconclusive; · = no result given.
SMILES,HIF activator,RGS4 inh,TRPC4 inh,MrgX1 PAM,RGS4 act,Platelet DG rel,TRPC6 inh,SKKanGAS inh,TRPC6 act,MrgX1 antag,MrgX1 ag
COc1ccc(OCCCC(=O)OC(C)C(=O)Nc2ccc(S(N)(=O)=O)cc2)cc1 (configuration not stated),-1.9,i,i,i,i,-5,i,-14,i,i,i
COc1ccccc1-n1c(-c2ccc(NS(C)(=O)=O)cc2)n[nH]c1=S,0.0,i,i,i,i,5,i,7,i,i,i
CCOC(=O)c1ccc(NC(=S)N2CCCC2c2ccc(OC)c(OC)c2)cc1 (configuration not stated),-0.4,i,i,i,i,-5,i,3,i,i,i
CCSc1nnc(NC(=O)[C@@H](NC(=O)c2ccccc2F)C(C)C)s1,-0.2,i,i,i,i,0,i,36,i,i,i
O=C(Oc1ccc2c(c1)O/C(=C\c1ccncc1)C2=O)c1cccs1,-0.2,i,i,i,i,1,i,7,i,i,i
C=CCNC(=S)Nc1ccc(Cl)c(S(=O)(=O)N2CCOCC2)c1,-0.7,i,i,i,i,3,i,-9,i,i,i
Cc1cccc(-n2cnc(C(=O)NNC(=S)Nc3ccc(Cl)cc3)c2)n1,0.0,i,i,i,i,-3,i,6,i,i,i
COCCCNCC(O)COc1ccccc1F (configuration not stated),-0.5,i,i,i,i,-1,i,-4,i,i,i
C/C(=C\c1ccco1)C1C(C#N)=C(N)OC2=C1C(=O)CC(C)(C)C2 (configuration not stated),0.2,i,i,i,i,14,i,1,i,i,i
O=C(CSc1nc2ccc(Nc3nc(N4CCOCC4)nc(N4CCOCC4)n3)cc2s1)Nc1ccccc1F,·,i,i,i,i,·,i,·,i,i,i
Cc1ccc(/C=N/n2c(=O)c(C(C)(C)C)nn3cnnc23)cc1,0.6,i,i,i,i,0,i,-2,i,i,i
Cc1cc(Nc2c(C)n(C)n(-c3ccccc3)c2=O)c2ccccc2n1,0.3,i,i,i,i,-10,i,-6,i,i,i
COc1ccc(S(=O)(=O)N2CCOCC2)cc1NC(=O)CSc1nnc(N)s1,0.2,i,i,i,i,-2,i,4,i,i,i
CCOc1ccc(-c2nc(=S)[nH][nH]2)cc1,1.0,·,·,i,·,-1,·,4,·,i,i
O=C(Cn1c2ccccc2c(=O)c2ccccc21)Nc1ccccc1F,-0.4,i,i,i,i,11,i,10,i,i,i
N#Cc1ccccc1NC(=O)CC1CCCCC1,0.7,i,i,i,i,1,i,7,i,i,i
COCc1nnc(N)s1,0.0,i,i,i,i,3,i,0,i,i,i
CCCc1nc2sc3c(=O)n(N)cnc3c2c2c1CCCC2,-0.1,i,i,i,i,2,i,3,i,i,i
COc1ccc(C2=NOC(Cn3nc(C(=O)NCc4ccccc4OC)cc3-c3ccccc3)C2)cc1 (configuration not stated),-0.1,i,i,i,i,-1,i,18,i,i,i
CN1CCN(NC(=O)c2cccc3ccccc23)CC1,0.4,i,i,i,i,12,i,6,i,i,i
O=C(Nc1ccc(Cl)cc1C(=O)N1CCOCC1)c1cccc([N+](=O)[O-])c1,-0.2,i,i,i,i,-1,i,-5,i,i,i
COc1ccccc1C(=O)NCc1ccncc1,-0.2,i,i,i,i,6,i,2,i,i,i
c1ccc(-c2cc3nccc(-c4ccccn4)n3n2)cc1,3.9,i,i,i,i,-4,i,-9,i,i,i
Cc1[nH]c2ccccc2c1C(=O)/C=C/c1ccccc1,1.8,i,i,i,i,-1,i,-3,i,i,i
CC1CCCC(C)N1C(=O)CSc1nccc(=O)[nH]1 (configuration not stated),1.5,i,i,i,i,4,i,-4,i,i,i
Cc1cc(OCCOCCN(C)CCO)cc(C)c1Cl,-1.0,i,i,i,i,14,i,-6,i,i,i
COc1ccc(OCC(=O)Nc2ccc3c(c2)n(C)c(=O)n3C)cc1,-0.7,i,i,i,i,2,i,2,i,i,i
O=c1[nH]c(CSc2ccccn2)nc2c1cnn2-c1ccccc1,2.0,i,i,i,i,15,i,-3,i,i,i
COc1ccc(-n2nc(C(=O)NCC(=O)N3CCN(Cc4ccccc4)CC3)c3ccccc3c2=O)cc1,-0.1,i,i,i,i,1,i,4,i,i,i
CCN(CC)C(=O)Cn1c(=O)n(C)c2ccccc21,-1.5,i,i,i,i,6,i,7,i,i,i
CC(C)(C)C1CCc2c(sc3nc(SCC(N)=O)nc(N)c23)C1 (configuration not stated),2.2,i,i,i,i,-45,i,5,i,i,i
COc1ccc([C@@H]2C=C(C(=O)O)O[C@H](OCCCCO)C2)cc1,0.2,i,i,i,i,-2,i,3,i,i,i
Nn1cnnc1N/N=C/c1cc(Br)cc(Br)c1O,0.9,i,i,i,i,3,i,?,i,i,i
Cc1cc(C)nc(SCCC(=O)N2CCOCC2)n1,0.1,i,i,i,i,-2,i,-2,i,i,i
O=C(Nc1cccc(S(=O)(=O)N2CCCCC2)c1)c1c2c(nc3ccccc13)CCN(Cc1ccccc1)C2,-1.5,i,i,i,i,-24,-5.3*,11,i,i,i
COc1cc(OC)nc(Oc2cccc(Cl)c2C)n1,-0.9,i,i,i,i,2,i,0,i,i,i
CCc1cc(Cn2nc(C(=O)O)cc2-c2ccccc2)on1,-0.5,i,·,i,i,2,i,0,i,i,i
COc1cccc(NC(=O)c2ccncc2)c1,2.5,i,i,i,i,-6,i,0,i,i,i
CCN(CC)c1ccc(N=Nc2nn(C)c(C)c2[N+](=O)[O-])cc1,0.6,i,i,i,i,12,i,25,i,i,i
CCN1CCc2nc3ccccc3c(C(=O)Nc3ccc(C#N)cc3)c2C1,0.7,i,i,i,i,-7,i,17,i,i,i
C=CCNC(=O)C1CC2c3ccccc3C1c1ccccc12 (configuration not stated),0.2,i,i,i,i,22,i,-7,i,i,i
CCCC(=O)Nc1cc(C)c(NC(=O)c2ccco2)cn1,0.2,i,i,i,i,-9,i,1,i,i,i
COCCNC(=O)c1c[nH]c2cc(OC)c(OC)cc2c1=O,0.0,i,i,i,i,4,i,-6,i,i,i
Cc1cccc(C)c1NC(=O)CSc1nnc(-c2cnccn2)n1C,-0.3,i,i,i,i,5,i,0,i,i,i
CCOc1cccc(C2C(C#N)=C(N)Oc3cc(C)n(Cc4ccccn4)c(=O)c32)c1OCC (configuration not stated),-0.1,i,i,i,i,4,i,-9,i,i,i
Cc1ccc(-n2c(=O)[nH]c3c(C(N)=O)nc(-c4ccc(C)o4)nc32)cc1,-0.1,i,i,i,i,4,i,16,i,i,i
COc1ccc(-c2nc(SC(C)C(=O)Nc3ccc(NC(C)=O)cc3)n[nH]2)cc1 (configuration not stated),-0.2,i,i,i,i,18,i,-2,i,i,i
CCOC(=O)c1nnn(-c2nc(N(C)C)nc(N(C)C)n2)c1C,-0.5,i,i,i,i,-9,i,-3,i,i,i
CC(=O)c1c(C)nn(C(=O)c2cccs2)c1C,0.2,i,i,i,i,-4,i,0,i,i,i
Cc1c(N/C=C(\Cl)C(=O)C(F)(F)F)c(=O)n(-c2ccccc2)n1C,-0.1,i,i,i,i,-1,i,-1,i,i,i
Cc1c(C#N)c2ccccc2n1CC(=O)NCC1CCCO1 (configuration not stated),0.4,i,i,i,i,7,i,-3,i,-5.1*,i
COc1ccc(NC(=S)NC(=O)/C=C/c2cccs2)cc1,0.1,i,i,i,i,10,i,-3,i,i,i
c1ccc2oc(-c3nn4c(Cn5cnc6ccccc65)nnc4s3)cc2c1,-0.1,i,i,i,i,5,i,-16,i,i,i
Cc1cc(C(=O)Nc2ccc(S(=O)(=O)Nc3onc(C)c3C)cc2)c(C)o1,-0.1,i,i,i,i,12,i,-2,i,i,i
Cn1c(SCC#N)nc2ccccc2c1=O,-0.7,i,i,i,i,-1,i,2,i,i,i
COC(=O)c1c(NC(=O)CN2CCN(c3ccccc3)CC2)c2c(C)cccc2n1C,-0.6,i,i,i,i,-25,i,9,i,i,i
COc1cc(/C=C2\SC(=Nc3ccc(F)cc3)N(c3ccc(F)cc3)C2=O)ccc1OCC(=O)O,0.5,i,i,i,i,4,i,34,i,i,i
COc1ccccc1NC(=O)CC(=O)c1ccccc1,-8.7,i,i,i,i,-2,i,-6,i,i,i
O=c1cc(NS(=O)(=O)c2ccccc2)nc(SCc2c(Cl)cccc2Cl)[nH]1,0.2,i,i,i,i,-9,i,0,i,-5.1*,i
O=S(=O)(c1ccc2ccccc2c1)N1CCN(C(=S)Nc2ccc(F)c(Cl)c2)CC1,-0.4,i,i,i,i,-4,i,11,i,i,i
# The list goes on.
SMILES,HIF activator,RGS4 inh,TRPC4 inh,MrgX1 PAM,RGS4 act,Platelet DG rel,TRPC6 inh,SKKanGAS inh,TRPC6 act,MrgX1 antag,MrgX1 ag
Cc1cc(C(=O)NCC(c2ccco2)N(C)C)ccc1[N+](=O)[O-] (configuration not stated),-0.1,i,i,i,i,5,i,1,i,i,i
CSc1ccc(/C=N/N2CCN(C)CC2)cc1,4.9,i,i,i,i,6,i,-2,i,i,i
O=C(NCCc1ccc(Cl)cc1)c1cccs1,2.0,i,i,i,i,6,i,1,i,i,i
O=[N+]([O-])c1ccccc1OCC(O)CN1CCN(CC(O)COc2ccccc2[N+](=O)[O-])CC1 (configuration not stated),-8.0,i,i,i,i,0,i,-3,i,i,i
NCCCn1c(C(=O)c2ccc(Cl)cc2)c2ccc([N+](=O)[O-])cc2[n+]1[O-],1.6,i,i,i,i,-7,i,14,i,i,i
O=C1COc2ccc(C(=O)COC(=O)Cc3ccc(Cl)cc3)cc2N1,-0.5,i,i,i,i,1,i,2,i,i,i
CCOC(=O)C1CCN(C(=O)Nc2ccc(OC)c(OC)c2)CC1,·,i,i,i,i,1,i,3,i,i,i
CC(Sc1nc2c(c(=O)[nH]1)CCCC2)C(=O)Nc1ccc(S(N)(=O)=O)cc1 (configuration not stated),-0.8,i,i,i,i,5,i,3,i,i,i
O=C(COc1cccc2cccnc12)N1CCc2ccccc21,0.7,i,i,i,i,3,i,5,i,i,i
Cc1ccc2c(=O)[nH]c(Cc3ccccc3C(=O)O)nc2c1,2.9,i,i,i,i,5,i,1,i,i,i

# Outcome played no part in choosing rows; any-hit rate near 6.1%.
